Screening data deposited in PubChem by National Center for Advancing Translational Sciences (NCATS).
Coupling enz = inhibits coupling enzyme system, counter-screen for aldolase hits; 290,000 tested, 0.67% active; coupling enzyme system counterscreen, AmpLite Red fluorescence; activity change, negative = inhibition, % at 58.2 µM, hits read low; AID 2472; in the data active means activity change below about -30%; further: on the % scale 0 is the no-effect control and ±100 the full control effect
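Activity here indicates interference with the coupling reaction, not aldolase inhibition. Compounds at 57.5 uM final met coupling enzymes for 10 min at RT; substrate and AmpLite Red detection followed, with a 525/598 nm fluorescence read after 20 min.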
TSG101-PTAP inh = blocks PTAP/TSG101 interaction to inhibit HIV-1 budding; Q99816; Fluorescence polarization, FITC-PTAP peptide / Tsg101 binding; Potency, µM (top dose mostly 115 µM), for the others: at the top dose activity change, negative = inhibition, usual class: inhibitors; 340,000 tested, under 10 active; AID 493005; active means well fitted inhibition curve with a large enough effect in the main read-out, with a control signal flat, not every such curve was filed as active; inconclusive means small, poorly fitted or top-dose-only effect, or effect the other way, or a change in a side signal; inactive means no such curve, though single readings can be large or run the other way; further: potency means the concentration at half of the fitted maximal effect; % of control where 0% means no effect
Target sequence (Q99816 whole entry, looked up): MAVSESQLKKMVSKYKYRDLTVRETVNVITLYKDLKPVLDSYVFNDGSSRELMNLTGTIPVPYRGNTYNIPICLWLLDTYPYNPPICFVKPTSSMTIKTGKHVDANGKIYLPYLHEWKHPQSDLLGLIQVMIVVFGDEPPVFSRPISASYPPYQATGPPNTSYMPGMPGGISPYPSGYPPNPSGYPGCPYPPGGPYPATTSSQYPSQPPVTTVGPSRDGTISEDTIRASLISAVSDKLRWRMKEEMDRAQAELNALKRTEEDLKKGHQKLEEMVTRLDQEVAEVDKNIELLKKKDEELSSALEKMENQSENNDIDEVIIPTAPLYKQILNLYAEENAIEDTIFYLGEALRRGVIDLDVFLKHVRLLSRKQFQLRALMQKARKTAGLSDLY
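FP read-out: FITC-PTAP peptide, 50 nM final, binding Tsg101 binding domain, 10 uM final; 20 min, r.t.; 10 mM HEPES pH 7.5, 0.15 M NaCl, 0.01% Tween 20, 3 mM EDTA, 0.1 mM TCEP.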
Giardia killer = kills Giardia lamblia. Giardia lamblia trophozoite viability. activity change, % at 7.66 µM, hits read low. 340,000 tested, 0.15% active. AID 540267; in the data active means activity change below about -80%; inconclusive means between about -30% and that limit;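 further: parasites exposed to compound for two days anaerobically before the ATP read; on the % scale 0 is the no-effect control and ±100 the full control effect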
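Giardia lamblia trophozoites (100 cells/well) were incubated with compounds for 48 h at 37 deg C under anaerobic conditions. Viability was read as ATP content by one-step luminescence after 15-30 min at room temperature.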
S-ASM inh = blocks human secretory acid sphingomyelinase. P17405. placental ASM, HMU-PC fluorogenic substrate, 60 min. Potency, µM (highest dose often 57.5 µM), without a hit: at the highest dose activity change, negative = inhibition, actives largely listed as inhibitors. 340,000 tested, 0.006% active; further: potency means the concentration at half of the fitted maximal effect
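HMU-PC0 cleavage (9 uM final) by human placental ASM, 60 min at 37 °C following 10 min compound exposure at RT; stopped at pH 10, fluorescence Ex 386/Em 447 nm.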
a7 integrin act = activates integrin-mediated alleviation for muscular dystrophy. AID 624291. 350,000 tested, 0.064% active. Potency, µM (highest dose often 38.3 µM), for inactives: at the top dose activation, hits mostly activators. alpha7betagal myoblasts, beta-gal FDG fluorescence, 48 h;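 further: potency means the concentration at half of the fitted maximal effect; 100% = response of the positive control SU9516; nearly all actives have a fitted effect of over 60% in size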
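alpha7betagal+/- myoblasts (passage 13, 250/well) treated 48 h at 37C with compounds at 1:260 dilution of DMSO stock. Lysed, then beta-galactosidase activity read as FDG fluorescence (ex 480/em 540) after 30 min, with pre-read for autofluorescence.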
Tb PFK inh = blocks T. brucei phosphofructokinase; O15648; 330,000 tested, 0.17% active; T. brucei PFK, ADP-Glo luminescence; Potency, µM (doses to about 57.5 µM), for inactives: at the highest dose activity, negative = inhibition, most hits filed as inhibitors; AID 485367;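 further: potency means the concentration at half of the fitted maximal effect; 0% = uninhibited 1x PFK enzyme wells and -100% = no-enzyme wells; nearly all actives have a fitted effect of over 60% in size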
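ADP-Glo luminescence quantified ADP after 45 min at room temperature, with 1.25 nM T. brucei PFK, 0.1 mM ATP and 0.5 mM fructose-6-phosphate in pH 8.0 TEA buffer. qHTS titrations up to 57 µM; curves classified by quality.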
GALK inhibitor = inhibitors of human galactokinase. P51570. Purified GALK, Kinase-Glo residual ATP luminescence. Potency, µM (doses to about 57.5 µM), without a hit: at the highest dose activity change, negative = inhibition, actives largely listed as inhibitors. 270,000 tested, 0.007% active. AID 1868; further: potency means the concentration at half of the fitted maximal effect; on the % scale 0 is the no-effect control and ±100 the full control effect
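Galactose (100 uM) and ATP (35 uM) were turned over by 5 nM GALK for 1 h at RT. Kinase-Glo Plus then converted the remaining ATP into a luminescent signal.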
BCR signal inh = inhibitors of chronic active B-cell receptor signaling; ABC-DLBCL IkBa-CBG/CBR reporter, luminescence ratio, 4 h; Potency, µM (highest dose often 46.1 µM), for the others: at the top dose ratio change, negative = lower green/red ratio, actives largely listed as inhibitors; 340,000 tested, 0.05% active; AID 493014; active means well fitted inhibition curve with a large enough effect in the signal ratio, with a control signal flat, not every such curve was filed as active; inconclusive means small, poorly fitted or top-dose-only effect, or effect the other way, or a change in a side signal; the % refers to the signal ratio;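 further: potency means the concentration at half of the fitted maximal effect; plate controls were basal doxycycline-induced cells for no effect and cells given 10 µM MG132 for full effect; MG132 reads +100%, hits lower the ratio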
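Cell line TMD8 (human ABC DLBCL), stably expressing tet-inducible CBG68-IkBa fusion and CBR; IMDM/0.5% FBS; cpd up to 46 uM; dox induction, 4 h, 37C/5% CO2; dual luminescence; green/red ratio; MG132 control.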
PKM2 act = increases activity of human pyruvate kinase M2. purified PKM2, Kinase-Glo ATP luminescence, activation; response scale: 0% is enzyme alone, no compound. Potency, µM (titrated, usually from 57.5 µM), without a hit: top-dose activation, hits mostly activators. 260,000 tested, 0.34% active. AID 1631; further: potency means the concentration at half of the fitted maximal effect; on the % scale 0 is the no-effect control and ±100 the full control effect; nearly all actives have a fitted effect of over 55% in size
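Purified hPK-M2 (>95% pure) converted ADP (0.1 mM final) to ATP with 0.5 mM PEP in 50 mM imidazole pH7.2, KCl, MgCl2, Tween 20, BSA; 1 h at room temperature. ATP detected by Kinase-Glo luminescence.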
B2AR arrestin = beta2AR (human) beta-arrestin recruitment activity; P07550; beta-arrestin recruitment to beta2AR, cell-based reporter; Potency, µM (series often up to 46.1 µM), for inactives: at the top dose activation, most hits filed as activators; 330,000 tested, 0.02% active; AID 492947;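 further: potency means the concentration at half of the fitted maximal effect; 0% = DMSO controls and full agonism = EC100 isoproterenol or metaproterenol; nearly all actives have a fitted effect of over 65% in size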
Menin MLL FP TR = menin-MLL binding inhibition, Texas Red mutant peptide. O00255. Menin + Texas Red MLL mutant peptide, fluorescence polarization. Potency, µM (titrated, usually from 61.6 µM), for inactives: at the highest dose FP activity change, negative = inhibition, actives largely listed as inhibitors. 270,000 tested, 0.23% active. AID 1768; active means well fitted inhibition curve with a large enough effect in the polarisation, with a control signal flat, not every such curve was filed as active; inconclusive means small, poorly fitted or top-dose-only effect, or effect the other way, or a change in a side signal; inactive means no such curve, though single readings can be large or run the other way; the % refers to the polarisation; further: potency means the concentration at half of the fitted maximal effect; % of control where 0% means no effect; many of its hits are not listed in these tables
Target sequence (O00255 whole entry, looked up): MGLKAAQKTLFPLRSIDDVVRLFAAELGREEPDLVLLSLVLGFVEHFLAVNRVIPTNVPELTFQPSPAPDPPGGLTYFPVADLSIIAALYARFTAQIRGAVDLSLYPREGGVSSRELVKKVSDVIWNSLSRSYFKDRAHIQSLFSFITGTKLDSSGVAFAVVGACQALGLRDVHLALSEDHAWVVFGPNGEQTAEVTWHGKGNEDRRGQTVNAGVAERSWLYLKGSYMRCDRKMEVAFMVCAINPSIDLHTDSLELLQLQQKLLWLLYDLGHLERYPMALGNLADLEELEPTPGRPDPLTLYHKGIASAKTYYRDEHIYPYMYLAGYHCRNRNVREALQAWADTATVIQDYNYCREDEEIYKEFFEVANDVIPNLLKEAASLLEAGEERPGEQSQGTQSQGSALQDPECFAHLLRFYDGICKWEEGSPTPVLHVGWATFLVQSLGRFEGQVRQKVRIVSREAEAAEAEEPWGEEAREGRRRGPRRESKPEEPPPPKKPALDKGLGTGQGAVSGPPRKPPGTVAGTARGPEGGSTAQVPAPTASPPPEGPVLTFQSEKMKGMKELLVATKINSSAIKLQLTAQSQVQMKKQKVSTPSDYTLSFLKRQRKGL
Starred values were filed as active, the others as inactive; ? = inconclusive; · = not tested or not shown; & = joins results of further samples; [ ] = dose if it differs, or a comment. Unless noted, the call rests on the fitted dose curve; in most records, active means well fitted curve in the direction sought with a large enough effect; inconclusive means small, poorly fitted or top-dose-only effect, or another doubt; inactive means no such curve, though single readings can be large; an effect the other way counts as inactive or inconclusive. This is a subset (hit frequency here may not be typical).

SMILES	Coupling enz	TSG101-PTAP inh	Giardia killer	S-ASM inh	a7 integrin act	Tb PFK inh	GALK inhibitor	BCR signal inh	PKM2 act	B2AR arrestin	Menin MLL FP TR
Cc1cccc(N(C(=O)c2snc(C(N)=O)c2N)C(C(=O)NCc2ccccc2)c2ccncc2)c1 (centres undefined)	-2	-2%	6	319%[activator]	-21%	1%	0%	?	1%	0.3%	19%
Cc1nc2c(cc1N)nc(C)n2Cc1ccccc1	0	-2%	-1	8%	12%	-1%	-2%	0%	-4%	-0.7%	5%
COc1ccc(NC(=O)CSc2ccc(-c3ccco3)nn2)cc1OC	·	-3%	34[activator]	-2%	-6%	-6%	-3%	1%	18%	0.0%	·
O=C(Nc1cc(S(=O)(=O)N2CCOCC2)ccc1O)c1ccc2c(c1)S(=O)(=O)c1ccccc1C2=O	4	-3%	-5	-4%	-26%	-4%	2%	-1%	-30%	-0.1%	?
O=C(CCc1nc2ccccc2[nH]1)Nc1ccc2c(c1)OCCO2	-2	-2%	1	0%	18%	-1%	·	?	-19%	-1.9%	-1%
C=CCNC(=O)CN1CCC(n2nnc3cc(C(F)(F)F)ccc32)CC1	3	-3%	-12	1%	12%	-11%	6%	-4%	-4%	-0.2%	-5%
Fc1ccc(-c2ccnn2-c2ccccc2)cc1	0	-4%	-5	1%	4.5µM*	-9%	2%	?	·	0.2%	29%
O=C(CN1C(=O)N/C(=C\c2ccccc2OCc2ccc(C(=O)O)cc2)C1=O)Nc1ccc(F)cc1	12	-7%	-10	-2%	-8%	-7%	-1%	9%	·	0.4%	54%[activator]
CCn1cc(CNC(=O)c2cc([N+](=O)[O-])c(C)c([N+](=O)[O-])c2)cn1	3	1%	-1	-2%	-1%	3%	1%	?	3%	0.0%	14%
O=C(Nc1ccc(SC(F)F)cc1)c1ccc2nccnc2c1	-14	3%	5	0%	-49%[inhibitor]	-1%	0%	-1%	0%	-0.2%	?
CC(=O)OCCCCCCCCCCC[N+]1(C)CCCCC1	0	0%	-17	5%	-7%	-3%	8%	0%	0%	-0.4%	-9%
CCOC(=O)c1nc(C(=O)NCc2ccc(C)cc2)nc2ccccc12	·	2%	?	5%	0%	2%	·	1%	·	-0.1%	·
O=C(CCNC(=O)c1ccc(Br)cc1)NCc1ccccc1F	·	-10%	20	-1%	-6%	12%	·	-4%	·	-2.8%	·
COc1ccc(CCNC(=O)[C@H](CC(C)C)NC(=O)N2CCn3c2nc2ccccc23)cc1OC	6	-3%	-22	3%	-14%	5%	-1%	14%	1%	0.6%	-10%
O=C1c2cccnc2C(=O)N1c1cccc(-c2nc3ccccc3o2)c1	-3	-8%	-3	-5%	-12%	-9%	3%	?	-11%	-0.2%	12%
Cc1nc(C)c(-c2ccc(SCc3ccccc3F)nn2)s1	-7	1%	-5	-2%	10%	4%	-9%	6%	-1%[0.46 µM]	0.1%	·
Fc1ccc(C2NCCn3cccc32)cc1 (centres undefined)	-4	0%	15	1%	-19%	0%	2%	?	-9%	0.5%	-20%
CCN(Cc1ccc(OC)c(F)c1)C(=O)c1oc2ccccc2c1COC	-1	-4%	-20	-2%	0%	2%	3%	?	-2%	0.0%	0%
CN(C)[C@@H]1CCC[C@@H]1OC(=O)C(c1ccccc1)c1ccccc1	1	-2%	-9	1%	-2%	0%	1%	-1%	-31%	2.6%	0%
Cc1ccccc1OCC(O)Cn1c(SC(C)C)nc2c1c(=O)[nH]c(=O)n2C (centres undefined)	1	-8%	-2	-1%	-16%	-8%	3%	?	2%	0.4%	-6%
CCCCC1CC1C(=O)Nc1ncc2c(n1)CC(C)(C)CC2=O (centres undefined)	6	-16%	-3	-2%	-5%	-11%	-3%	-3%	6%	-0.7%	-22%
CCn1cc(CNCc2c(C(=O)N3CCCCC3)nc3c(C)cccn23)cn1	2	-4%	5	6%	17%	3%	12%	14%	-6%	-0.6%	3%
Cc1cccc(CCNS(=O)(=O)c2ccc3c(c2)NC(=O)CO3)c1	·	-3%	-3	0%	-20%	-2%	-4%	-2%	·	-0.5%	·
CCn1cc(C(=O)NCC(=O)OC)c2cc(OC)c(OC)cc2c1=O	2	-3%	3	-1%	18%	-4%	2%	1%	-3%	-0.8%	-6%
COCCOC(=O)c1c(C)oc2ccc(O)c(CN3CCC(C)CC3)c12	2	-2%	-10	-1%	-17%	0%	4%	-9%	6%	-0.1%	3%
O=C(Cc1cccs1)Nc1ccccc1F	3	2%	10	-2%	-4%	-1%	-5%	-1%	·	0.4%	1%
O=C(CS(=O)(=O)c1ccccc1)c1ccc2c(c1)OCCO2	2	-3%	-12	4%	-12%	-8%	2%	-16%	-16%	-0.4%	7%
CC1(OC(=O)C2CCCC2)C(=O)C=C2C=C(c3ccsc3)N(c3ccccc3)C=C2C1=O (centres undefined)	0&-10	-1%	25	-8%	-26%	-11%	4%	3%	-10%[11.5 µM]	0.3%	-8%[11.7 µM]
Cc1cccc(NS(=O)(=O)c2nnc(NC(=O)c3ccccc3F)s2)c1	11	-1%	-15	10%	1%	-3%	·	1%	-26%	-3.8%	32%[activator]
CCc1noc(C)c1C(=O)NCCN1C(=O)S/C(=C\c2ccc(OC)cc2)C1=O	·	-1%	-14	·	-11%	-1%	·	-2%	·	-0.3%	·
Cc1nnc(CN(C)C(=O)c2cc(COc3ccc(F)cc3Cl)on2)o1	·	-5%	-15	3%	?	0%	-4%	-6%	-5%	0.1%	·
Cc1noc(C)c1CSCC(=O)OCC(=O)Nc1sccc1C#N	-6	-1%	-4	4%	4%	0%	2%	-1%	0%	-0.5%	8%
Cc1cc(NC(=O)CCC(=O)N(CC(=O)NCC2CCCO2)c2ccc(C(C)C)cc2)no1 (centres undefined)	1	-1%	-16	-3%	13%	0%	-1%	1%	·	-0.8%	-2%
Cc1nc2cc(-c3cccc(Cl)c3)nn2c(N2CCN(C(=O)c3ccco3)CC2)c1C	-1	·	·	·	·	4%	15%	0%	-2%	0.0%	3%
Cc1ccc(-n2ncc3c(NCc4cccnc4)ncnc32)cc1C	0	-8%	26	-2%	1%	0%	9%	6%	1%[0.46 µM]	-0.8%	19%
CCN(CC)S(=O)(=O)c1ccc(C(=O)NCC(c2cccs2)N2CCOCC2)cc1 (centres undefined)	3	-1%	7	-1%	2%	-1%	-1%	5%	-1%	-0.4%	-7%
COC(=O)c1cccc(C23CC4(C2)[C@H](CN(Cc2ccc(C(F)(F)F)cc2)[C@@H]4c2ccccc2)C3c2ccc(C(F)(F)F)cc2)c1 (some centres undefined)	0&3	-10%	-16	0%	-1%	0%	0%	2%	-2%&-1%	0.3%	14%
Cc1nn(CCC(=O)NNC(=S)Nc2ccc(F)cc2)c(C)c1[N+](=O)[O-]	-1	-6%	0	4%	6%	-4%	0%	-5%	-7%	-1.0%	-12%
Nc1ccc(S(=O)(=O)Nc2ccnn2-c2ccccc2)cc1	3&2&2	-8%	-10&-26&6	13%	·	1%	-2%	0%	-5%	-0.1%	-11%
CCN(CC)CCn1c2c(c(SCC(=O)Nc3nc(C)cs3)nc1=O)CCCC2	·	0%	-9	2%	-29%	14%	·	?	·	-1.8%	·
Cc1ccc(-c2cc(C(=O)N/N=C\c3cnn(C)c3C)c3ccccc3n2)cc1C	-1	-3%	6	-17%	-16%	2%	0%	?	0%	-0.2%	10%
O=C(NCC1CCCCC1)c1cc2ccccc2cc1O	·	-1%	0	41%[activator]	19%	-1%	5%	?	1%	-0.6%	·
O=S(=O)(c1cccc2cccnc12)N1CCN(c2ccc(F)cc2)CC1	-2	-10%	-16	4%	?	-4%	-2%	8%	-18%	4.2%	9%
CCN(CC)C(=O)C1CCCN(Cc2ccccc2C(F)(F)F)C1 (centres undefined)	0	-1%	-4	3%	-22%	-4%	0%	7%	-2%	-0.3%	-20%
CC(=O)Nc1ccc(Nc2nc(-c3ccccc3)nc3ccccc23)cc1	1	0%	14	-2%	2%	8%	1%	?	0%	0.2%	?
COc1ccc(Nc2nc(N3CCCC3)nc3ccccc23)c(OC)c1	3	-7%	-6	99%[activator]	-65%[inhibitor]	0%	-4%	-8%	-7%	0.2%	2%
Cc1cccc(C(=O)Nc2ccc(O)cc2)c1	-3	0%	-23	-1%	0%	2%	4%	4%	-10%	-0.1%	6%
CCCCN(CCCNC(=O)c1ccc(CS(=O)(=O)c2ccc(OC)cc2)o1)Cc1ccccc1	·	-5%	12	5%	-3%	-1%	-3%	0%	·	0.3%	·
COc1ccc(NC(=O)CCCN2C(=O)/C(=C\c3ccco3)SC2=S)cc1	-6	0%	10	-17%	-41%	-1%	0%	?	2%	-0.3%	73%[activator]
